# NR2E3 ag-1 – agonists of human nuclear receptor NR2E3 | Q9Y5X4 | GST-NR2E3/biotin-RetCOR TR-FRET, 1536-well | inhibition of corepressor binding, % at 4.78 µM | 0.12% of 320,000 active | AID 2300;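 active means percent inhibition above the cutoff of mean plus 3 SD of all tested compounds, set per screening campaign, cut at about 20% in these data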;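 further: 0% = DMSO wells and 100% = biotin wells as full block of FRET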
# Target sequence (Q9Y5X4 whole entry, looked up): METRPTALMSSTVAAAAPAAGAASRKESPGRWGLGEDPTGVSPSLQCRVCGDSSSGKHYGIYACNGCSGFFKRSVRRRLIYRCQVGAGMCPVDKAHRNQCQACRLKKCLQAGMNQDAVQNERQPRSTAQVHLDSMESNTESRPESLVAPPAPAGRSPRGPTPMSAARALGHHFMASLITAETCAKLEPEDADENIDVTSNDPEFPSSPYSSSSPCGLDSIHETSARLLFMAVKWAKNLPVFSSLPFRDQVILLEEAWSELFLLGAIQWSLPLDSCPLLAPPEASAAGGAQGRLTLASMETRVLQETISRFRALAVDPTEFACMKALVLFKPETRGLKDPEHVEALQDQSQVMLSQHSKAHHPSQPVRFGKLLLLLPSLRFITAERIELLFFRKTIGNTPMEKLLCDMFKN
#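 Material – GST-tagged NR2E3 plus biotinylated RetCOR corepressor · Quantity – NR2E3 fusion 1.35 nM · Times – 5 h incubation at 4 °C · Medium – pH 7.5 Tris-based buffer · Technique – TR-FRET, Eu(K)-anti-GST donor, streptavidin-D2 acceptor, ex 340, em 617/671 nm · Benchmarks – high control biotin, low control 0.6% DMSO · Format – 1536-well plates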
# NR2E3 ag-2 – agonists of human NR2E3 nuclear receptor. CHO-S Gal4-NCOR/VP16-NR2E3 two-hybrid, luciferase. inhibition of corepressor binding, % at 3.98 µM. 0.35% of 360,000 active. AID 602229;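 active means inhibition above the mean of all tested compounds plus 3 SD, cut at about 70% in these data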;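 further: 0% = DMSO with NR2E3 transfected cells and 100% = cells lacking NR2E3 construct; higher means lower luciferase signal from less NR2E3 corepressor binding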
# HIF-2a inh – inhibitors of HIF-2a. 0.72% of 360,000 active. 786-0 RCC cells HIF-2a reporter, luciferase luminescence, overnight. inhibition, % at 18.8 µM. AID 624352;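 active means inhibition of the luminescence signal of 40% or more relative to plate controls, in a single-dose primary screen at 18.75 µM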
# iPSC survival up – enhancers of human iPSC single-cell survival; hiPSC single-cell survival, ATPlite luminescence; 100% = ROCK inhibitor wells, 0% = DMSO; survival enhancement, % at 20 µM; 0.044% of 360,000 active; AID 602274; in the data active means survival enhancement above about 18%;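 further: cells exposed to compounds for 16 hours before the ATP read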
# Shn3 inh set2 – Schnurri-3 reporter inhibition in Clone20 osteoblasts. Clone20 osteoblast Shn3 3'UTR firefly luciferase, 24 h. inhibition, % at 12.5 µM. 0.52% of 360,000 active;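 active means mean inhibition of at least 75% with every replicate also reaching 75%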;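 further: 0% = median of neutral control wells and 100% = pilot-screen positive control compound; some compounds past the cut are filed as inactive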
# Peg3 prom inh – Peg3 promoter activity inhibition; HeLa PEG-Prom luciferase reporter, luminescence, overnight; inhibition, % at 20 µM; 1.7% of 360,000 active; AID 588405;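 active means inhibition of at least 50% at 20 µM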
# MITF TRPM1 inh – reduces MITF-dependent TRPM1 promoter luciferase signal. SK-MEL-5 TRPM1 promoter luciferase, 24 h. inhibition, % at 12.5 µM. 0.83% of 330,000 active. AID 488899;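 active means mean inhibition across replicates of 60% or more, whatever share of single replicates reaches that level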; further: values of inactives mirror those of a sister screen read the other way
# KKLEB cytotox – CF airway cell cytotoxicity counter-screen | KKLEB CF airway cells viability, ATPlite luminescence, overnight; active compounds read low; cells stimulated with P. aeruginosa culture filtrate | activity change (cytotoxicity), % at 5 µM | 0.36% of 360,000 active | AID 602141;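 active means corrected activity change at or below -50% at 5 µM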
# EBV LMP1 NFkB – reduces LMP1-driven NF-kappaB luciferase signal; LMP1-induced NF-kappaB luciferase reporter cells, luminescence; inhibition, % at 12.5 µM; 0.69% of 350,000 active; in the data active means inhibition above about 41%;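 further: 0% = neutral control wells and 100% = reference inhibitor control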
# CF NFkB block – cystic fibrosis NF-kB activation inhibition | KKLEB NF-kB-GFP reporter, PAF-induced, GFP fluorescence overnight | inhibition, % at 5 µM | 0.86% of 360,000 active | AID 588850;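 active means at least 50% inhibition at 5 µM, scaled per plate between neutral and stimulator controls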;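 further: PAF is a Pseudomonas aeruginosa culture filtrate used as stimulus; plate controls were PAF-stimulated DMSO wells for no effect and unstimulated DMSO wells for full effect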
# TRAIL sens C8 – sensitizes caspase-8 expressing cells to TRAIL; AID 624354; inhibition (viability loss, TRAIL sensitization), % at 10 µM; 1% of 360,000 active; NB7+C8 cells + TRAIL, ATPlite viability luminescence;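 active means compounds causing at least 50% loss of cell viability in the single-dose screen, relative to plate controls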
# * marks the source's active call; other numbers are inactive results; . = no result given.
SMILES,NR2E3 ag-1,NR2E3 ag-2,HIF-2a inh,iPSC survival up,Shn3 inh set2,Peg3 prom inh,MITF TRPM1 inh,KKLEB cytotox,EBV LMP1 NFkB,CF NFkB block,TRAIL sens C8
C/C(=N\NC(=O)c1ccc(NS(=O)(=O)c2cccs2)cc1)c1ccc(C(C)(C)C)cc1,1,-2,2,0.5,-24,-21,-9,-7,-43,1,11
COCc1cc(=O)[nH]c(Cc2c(Cl)cccc2Cl)n1,-1,-9,11,-0.6,-22,-1,7,5,-3,-5,6
C[C@H](CO)N1C[C@H](C)[C@H](CN(C)C(=O)Nc2cccc(Oc3ccccn3)c2)OCc2cnnn2CCCC1=O,.,-16,13,0.3,-5,1,.,2,4,7,0
COc1ccc(-c2ccc(-c3noc(-c4ccccc4)n3)c(OC)n2)cc1,0,-23,-58,4.0,-2,-40,3,-5,7,-1,-6
Cc1ccccc1Cn1c(=N)n(CC(=O)c2ccco2)c2ccccc21,1,-4,27,-3.9,62,8,10,-10,13,19,8
CC[C@@H](C)[C@H](CNC)NC[C@@H](Cc1cccc2ccccc12)NCCc1cccc(C(F)(F)F)c1,-5,5,15,-4.1,97*,103*,98*,-48,-6,29,96*
C/C(=N\Nc1ccc(S(N)(=O)=O)cc1[N+](=O)[O-])c1cccnc1,-3,-11,9,-0.6,-4,2,7,7,-13,-6,5
O=C(NCCCN1CCCC1=O)c1ccc(S(=O)(=O)Nc2ccccc2F)cc1,0,-15,7,-0.6,-10,8,6,-10,-2,4,5
C[C@H](NC(=O)c1nc[nH]c1C(=O)N[C@@H](Cc1ccccc1)C(=O)OC(C)(C)C)C(=O)OCc1ccccc1,1,-12,-2,-2.3,4,-2,9,6,-8,-11,2
CC(NC(=O)C(C)N1c2cccc3cccc(c23)S1(=O)=O)c1ccccc1 (configuration not stated),3,-24,20,0.5,10,36,2,-12,-11,14,0
COc1ccccc1-n1c(SCC(=O)Nc2cc(C)on2)nc2c([nH]c3ccccc32)c1=O,2,2,34,-0.2,6,23,25,-9,10,18,1
O=C(NC(Cc1c[nH]c2ccccc12)C(=O)O)/C(=C\c1ccccc1)NC(=O)c1ccccc1 (configuration not stated),2,24,9,-0.1,-15,0,15,1,-8,12,-16
O=C(CCN1C(=O)S/C(=C\c2ccccc2)C1=O)N1CCOCC1,4,2,-47,-2.0,-7,-56,-16,3,-6,-15,-18
c1ccc(-c2cn3ccccc3n2)cc1,.,-125,-143,-3.0,-70,-212,-52,-15,-51,-1,43
CC1=C([N+](=O)[O-])C(c2ccc3c(c2)OCO3)N(C)C(=O)N1C (configuration not stated),3,-8,23,-0.6,-30,10,-9,3,3,6,-11
O=C(Cn1c(=O)n(CCC(=O)N2CCc3ccccc3C2)c(=O)c2ccccc21)NCC1CCCO1 (configuration not stated),.,-5,3,0.7,-30,2,-6,19,-9,-11,-12
O=C(CN1CCN(c2ccccn2)CC1)N1CCc2ccccc21,3,-25,-1,0.6,-1,-12,-21,-10,-4,24,-5
Cc1ccnc(NS(=O)(=O)c2ccc(NC(=O)Cc3ccc(Cl)cc3)cc2)n1,1,-58,19,-0.3,-16,23,0,-13,-3,3,-5
Cc1ccc2[nH]c(CCN(C)C)c(CN3CCOCC3)c2c1,-146,-30,13,-0.3,-5,-15,-9,7,1,16,-9
O=C(c1ccc2nccnc2c1)N1CCN(c2cccc(C(F)(F)F)c2)CC1,1,6,2,0.5,15,2,0,3,-2,28,-17
COc1ccc(-c2c(-c3ccc4c(c3)OCO4)noc2C)cn1,4,-27,-67,-2.1,-16,-49,-34,-25,-4,24,0
CC(=O)c1ccccc1NC(=O)CSc1nc2ccccc2c(=O)n1CCCN1CCOCC1,.,-16,9,-0.2,-16,4,3,-7,-2,6,2
COc1ccc(OCC(=O)Nc2ccccc2Cl)cc1,-4,-19,11,-0.1,-2,-11,3,1,-4,2,-1
CS(=O)(=O)N1CCC(C(=O)Nc2ccccc2Sc2ccccc2)CC1,-3,0,11,-2.9,11,23,-4,-9,1,14,-3
Cc1cc(NC(=O)c2ccc(NC(=O)CC(C)C)cc2)no1,-1,8,-39,3.6,-39,-24,-14,3,1,-6,19

# Whole records, looked up by structure:
# COc1ccc(OCC(=O)Nc2ccccc2Cl)cc1 across the screens: NR2E3 ag-1 = -4; NR2E3 ag-2 = -19; HIF-2a inh = 11; iPSC survival up = -0.1; Shn3 inh set2 = -2; Peg3 prom inh = -11; MITF TRPM1 inh = 3; KKLEB cytotox = 1; EBV LMP1 NFkB = -4; CF NFkB block = 2; TRAIL sens C8 = -1
# Cc1cc(NC(=O)c2ccc(NC(=O)CC(C)C)cc2)no1 across the screens: NR2E3 ag-1 = -1; NR2E3 ag-2 = 8; HIF-2a inh = -39; iPSC survival up = 3.6; Shn3 inh set2 = -39; Peg3 prom inh = -24; MITF TRPM1 inh = -14; KKLEB cytotox = 3; EBV LMP1 NFkB = 1; CF NFkB block = -6; TRAIL sens C8 = 19

# Later entries:
SMILES,NR2E3 ag-1,NR2E3 ag-2,HIF-2a inh,iPSC survival up,Shn3 inh set2,Peg3 prom inh,MITF TRPM1 inh,KKLEB cytotox,EBV LMP1 NFkB,CF NFkB block,TRAIL sens C8
O=C(Nc1cccnc1)c1cccc(S(=O)(=O)N2CCCC2)c1,-4,-6,7,-0.7,5,3,2,-4,-2,-23,-6
CNC(=O)c1c(O)c2cccc3c2n(c1=O)CC3,1,-7,-22,1.1,-12,23,-20,4,4,-56,11
CCc1ccc(OCC(=O)Nc2ccc(CN3CCCCC3)cc2)cc1,3,15,9,0.6,-4,9,-8,7,-3,16,-1
Cc1ccc(C2(C)NC(=O)N(CC(=O)Nc3ccc(-c4nc5ccc(C)cc5s4)cc3)C2=O)cc1 (configuration not stated),0,-147,-237,-0.5,-1,-321,-58,0,-20,-31,6
COc1ccc(NC(=O)CN2C(=O)CSc3ccc(S(=O)(=O)N4CCC(C)CC4)cc32)cc1,0,-19,11,-0.8,7,10,6,-7,-4,20,-16
CC1CN(CCn2cnc3c(N)ncnc32)CC(C)O1 (configuration not stated),0,5,19,0.3,7,11,0,-4,3,-10,22
Cn1c(=O)n(Cc2ccco2)c(=N)c2c3c(sc21)CCC3,-2,10,20,2.3,-10,25,-6,4,0,-2,2
COc1cccc(/C=C/C(=O)OCC(=O)Nc2cccc(S(=O)(=O)N3CCCCC3)c2)c1OC,2,-9,9,-0.5,-29,9,11,3,-4,-7,13
NC(=O)C1(N2CCCCC2)CCN(c2nc(-c3ccc(Br)cc3)cs2)CC1,2,9,12,-0.5,4,17,1,-3,8,4,2
CCOC(=O)c1c(-c2ccc(OC)cc2)csc1/N=C/C1C(=O)CCCC1=O,3,-31,23,1.1,0,8,9,-1,-7,-5,-10
COc1ccc(CCNC(=O)CSc2nc3[nH]ncc3c(=O)n2-c2ccccc2Br)cc1OC,3,-21,-2,-1.7,-2,-10,3,-4,-5,-16,-7
O=C(CSc1nnc(CNc2cccc(Cl)c2)o1)OC1CCCCC1,2,-16,19,-1.6,-10,17,-14,-1,6,0,-1
CCN(CC(=O)Nc1ccccc1OC)C(=O)Cn1cnc2ccccc2c1=O,3,-11,12,2.1,-8,-6,2,6,-14,-2,4
CN(C)S(=O)(=O)c1ccc(C(=O)Nc2nnc(SCC(=O)NCC3CCCO3)s2)cc1 (configuration not stated),-1,-12,-24,-0.6,7,-3,-4,5,-6,-21,55*
N#Cc1cc2c(nc1SCC(=O)Nc1nccs1)CCCCC2,15,-131,-244,-4.1,-42,-152,-12,-31,-15,17,59*
CC(C)N(C(=O)[C@H]1C[C@H](CC(=O)NCC23CC4CC(CC(C4)C2)C3)C(=O)N2CCc3c([nH]c4cc(CCC(=O)N(C)C)ccc34)[C@]12C)C(C)C,.,-13,-16,-2.2,30,10,18,2,-16,32,2
O=C(CSc1ccc2nnc(-c3cccnc3)n2n1)Nc1cccc(F)c1,3,-3,20,-0.3,19,1,11,-9,-7,15,-3
COc1ccccc1CC(=O)Nc1cc(Cl)ccc1O,0,6,-11,-1.9,0,9,-8,4,3,-8,-4
COc1ccc2cc(C(=O)COC(=O)COc3ccc4c(C)cc(=O)oc4c3)ccc2c1,3,3,-14,-1.6,-6,21,-8,-5,-4,12,21
CCCCNC(=O)COC(=O)c1ccc(N(C)C)cc1,-1,-20,-7,0.0,-2,18,-7,9,-9,-11,6
CC(C)N=C(NS(=O)(=O)c1ccc(Br)cc1)c1ccc(Cl)cc1,4,16,15,-0.6,-12,1,0,1,2,4,-4
CCOC(=O)C(C)Sc1nnc(-c2ccccc2O)n1-c1ccc(C)cc1 (configuration not stated),-2,-34,13,-1.6,4,8,10,5,-10,-3,4
Cc1cn([C@H]2C[C@H](O)[C@@H](/C=C/C(=O)NCCCc3ccccc3)O2)c(=O)[nH]c1=O,.,11,3,-1.6,0,10,.,-12,.,7,5
CCOc1c(C)cnc2c1c(=O)n(Cc1cccc(Cl)c1)c(=O)n2C,-1,12,6,0.6,-8,0,-8,3,-1,-44,-5
CC(C)n1c(=O)n(CC(=O)NCC2CCCO2)c(=O)c2c3c(sc21)COC(C)(C)C3 (configuration not stated),2,11,9,1.0,-4,-8,3,1,5,0,2

# Three compounds from above, ordered by length of the SMILES, ascending.
SMILES,NR2E3 ag-1,NR2E3 ag-2,HIF-2a inh,iPSC survival up,Shn3 inh set2,Peg3 prom inh,MITF TRPM1 inh,KKLEB cytotox,EBV LMP1 NFkB,CF NFkB block,TRAIL sens C8
CS(=O)(=O)N1CCC(C(=O)Nc2ccccc2Sc2ccccc2)CC1,-3,0,11,-2.9,11,23,-4,-9,1,14,-3
Cc1ccnc(NS(=O)(=O)c2ccc(NC(=O)Cc3ccc(Cl)cc3)cc2)n1,1,-58,19,-0.3,-16,23,0,-13,-3,3,-5
CC(C)N(C(=O)[C@H]1C[C@H](CC(=O)NCC23CC4CC(CC(C4)C2)C3)C(=O)N2CCc3c([nH]c4cc(CCC(=O)N(C)C)ccc34)[C@]12C)C(C)C,.,-13,-16,-2.2,30,10,18,2,-16,32,2

# Among those listed so far, these contain bromine.
SMILES,NR2E3 ag-1,NR2E3 ag-2,HIF-2a inh,iPSC survival up,Shn3 inh set2,Peg3 prom inh,MITF TRPM1 inh,KKLEB cytotox,EBV LMP1 NFkB,CF NFkB block,TRAIL sens C8
NC(=O)C1(N2CCCCC2)CCN(c2nc(-c3ccc(Br)cc3)cs2)CC1,2,9,12,-0.5,4,17,1,-3,8,4,2
COc1ccc(CCNC(=O)CSc2nc3[nH]ncc3c(=O)n2-c2ccccc2Br)cc1OC,3,-21,-2,-1.7,-2,-10,3,-4,-5,-16,-7
CC(C)N=C(NS(=O)(=O)c1ccc(Br)cc1)c1ccc(Cl)cc1,4,16,15,-0.6,-12,1,0,1,2,4,-4

# Compound activity deposited in PubChem by several laboratories.

# An excerpt; count on the stated rates, not on these rows.
